mHtt clearance = mutant huntingtin protein clearance; HeLa Exon1htt(103Q)mCFP, aggregate imaging; zero = plate's median compound well; inhibition, % at 1.5 µM; 47,000 compounds, 0.42% hits;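 active means inhibition of aggregate fluorescence above about 70%, also judged a hit by eye on the cell image, limit read from the data, passing the limit was not always enough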;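 further: cells exposed to compound for three days before fixation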
mHtt clearance grain fraction = further read-out of mHtt clearance, marked with its call; fraction fluorescence in grains; measured here: aggregate grain fluorescence fraction; hits give low values;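 scaled fraction of total cell fluorescence in grains with unit not stated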
* hit, by the source's call.

For CC(C)(C)c1csc(NC2=NS(=O)(=O)c3ccccc32)n1 the results were mHtt clearance 11 and mHtt clearance grain fraction 15.
COc1cc(C(=O)NCCC(C)C)c([N+](=O)[O-])cc1OC was read as mHtt clearance 67 and mHtt clearance grain fraction 10.
For CC(C)(C)c1cnnn1-c1ccc(C(=O)CCl)cc1 the results were mHtt clearance -25 and mHtt clearance grain fraction 50.
Screening Cc1cccc(Nc2nc(N)nc(CN3CCN(c4ccc(F)cc4)CC3)n2)c1 returned mHtt clearance 11 and mHtt clearance grain fraction 31.
`Cn1c(=O)[nH]c(=O)c2c1nc(CN1CCN(c3ccccc3F)CC1)n2CCCc1ccccc1` gave mHtt clearance 17 and mHtt clearance grain fraction 16.
`Cc1ccc(S(=O)(=O)Nc2nc(C)c(NC(=O)OCCCl)s2)cc1` gave mHtt clearance 5 and mHtt clearance grain fraction 18.
Screening COc1ccc(C)cc1N(C)C(=O)c1coc(=O)c2ccccc12 returned mHtt clearance 0 and mHtt clearance grain fraction 42.
`CCCCS(=O)(=O)CC(COc1ccccc1)OC(=O)c1ccccc1` (stereo unspecified) gave mHtt clearance -45 and mHtt clearance grain fraction 56.
`O=C(CCC1CCCCC1=O)c1ccccc1` (stereo unspecified) gave mHtt clearance 21 and mHtt clearance grain fraction 31.
Screening COc1ccc2sc(NC(=O)CC(C)C)nc2c1 returned mHtt clearance -27 and mHtt clearance grain fraction 50.
`CCc1ccccc1NS(=O)(=O)c1ccc(SC)cc1` gave mHtt clearance -42 and mHtt clearance grain fraction 28.
For CCCc1[nH]nc2c1C1(C(=O)N(CC)c3ccccc31)C(C#N)=C(N)O2 (stereo unspecified) the results were mHtt clearance 42 and mHtt clearance grain fraction 12.
For C=CCn1c(C)cc(C(=O)CSc2ccc(NC(C)=O)cc2)c1C the results were mHtt clearance -29 and mHtt clearance grain fraction 52.
Screening CCn1c(N)c(C(=O)NCCCOC)sc1=S returned mHtt clearance -13 and mHtt clearance grain fraction 38.
`O=C(COc1ccc(S(=O)(=O)N2CCCC2)cc1)NCCC1=CCCCC1` gave mHtt clearance -15 and mHtt clearance grain fraction 20.
For O=C(CCCC(=O)N(CC(=O)NC1CCCC1)Cc1ccc2c(c1)OCO2)Nc1ccccn1 the results were mHtt clearance 24 and mHtt clearance grain fraction 28.
Screening O=C(NCC1CCCO1)C1CC(c2ccc(Cl)c(Cl)c2)=NO1 (stereo unspecified) returned mHtt clearance -53 and mHtt clearance grain fraction 28.
For CCOc1ccc(-c2nc(C#N)c(N3CCN(Cc4ccccc4)CC3)o2)cc1 the results were mHtt clearance -192 and mHtt clearance grain fraction 132.
O=C(Nc1ccc2c(c1)OCCO2)C1CCN(C(=O)c2ccc(Br)cc2)CC1 was read as mHtt clearance -34 and mHtt clearance grain fraction 22.
Screening Cc1cccc(OCCCn2c(=O)sc3ccccc32)c1 returned mHtt clearance 68 and mHtt clearance grain fraction 12.

Filtered by structure: the entries above with sulfur.
For CC(C)(C)c1csc(NC2=NS(=O)(=O)c3ccccc32)n1 the results were mHtt clearance 11 and mHtt clearance grain fraction 15.
`Cc1ccc(S(=O)(=O)Nc2nc(C)c(NC(=O)OCCCl)s2)cc1` gave mHtt clearance 5 and mHtt clearance grain fraction 18.
`CCCCS(=O)(=O)CC(COc1ccccc1)OC(=O)c1ccccc1` (stereo unspecified) gave mHtt clearance -45 and mHtt clearance grain fraction 56.
Screening COc1ccc2sc(NC(=O)CC(C)C)nc2c1 returned mHtt clearance -27 and mHtt clearance grain fraction 50.
`CCc1ccccc1NS(=O)(=O)c1ccc(SC)cc1` gave mHtt clearance -42 and mHtt clearance grain fraction 28.
For C=CCn1c(C)cc(C(=O)CSc2ccc(NC(C)=O)cc2)c1C the results were mHtt clearance -29 and mHtt clearance grain fraction 52.
Screening CCn1c(N)c(C(=O)NCCCOC)sc1=S returned mHtt clearance -13 and mHtt clearance grain fraction 38.
`O=C(COc1ccc(S(=O)(=O)N2CCCC2)cc1)NCCC1=CCCCC1` gave mHtt clearance -15 and mHtt clearance grain fraction 20.
Screening Cc1cccc(OCCCn2c(=O)sc3ccccc32)c1 returned mHtt clearance 68 and mHtt clearance grain fraction 12.

Further compounds
`COc1cc(C(=O)OCC(=O)c2cc(C)n(C)c2C)cc(NC(=O)c2ccco2)c1OC` gave mHtt clearance -5 and mHtt clearance grain fraction 43.
O=C(CCCN1C(=O)CCC1=O)Nc1ccc2c(c1)OCCO2 was read as mHtt clearance 16 and mHtt clearance grain fraction 17.
O=C(NC1CCCCC1)C1CCCN(S(=O)(=O)c2cnc[nH]2)C1 (stereo unspecified) was read as mHtt clearance -18 and mHtt clearance grain fraction 57.
CCOc1ccc(NC(=S)/C(=C(\[O-])c2ccc(C)c([N+](=O)[O-])c2)[n+]2ccccc2)cc1 was read as mHtt clearance -8 and mHtt clearance grain fraction 22.
`CN(C)c1cc(NC(=O)CN2CCOCC2)c2ccccc2n1` gave mHtt clearance -44 and mHtt clearance grain fraction 45.
N#Cc1cnc(SCCc2ccccc2)nc1N was read as mHtt clearance 63 and mHtt clearance grain fraction 7.2.
Screening CC(=Nc1ccc(C)c(C)c1)C1=C(O)CSC1=O returned mHtt clearance 31 and mHtt clearance grain fraction 24.
COc1cccc(NC(=O)c2nnn(CCc3ccccc3)c2N)c1 was read as mHtt clearance -16 and mHtt clearance grain fraction 56.
Screening CCCc1[nH]nc2c1C(c1ccc(O)cc1OCC)C(C#N)=C(N)O2 (stereo unspecified) returned mHtt clearance -25 and mHtt clearance grain fraction 43.
`Cn1c(=O)cc(SCC(=O)N2CCOCC2)c2ccc(Cl)cc21` gave mHtt clearance -57 and mHtt clearance grain fraction 29.
`COc1ccc(S(=O)(=O)N2CCCC(C(=O)N3CCOCC3)C2)cc1C` (stereo unspecified) gave mHtt clearance 37 and mHtt clearance grain fraction 10.
`COc1ccc(CNC(=O)CN(CC2CCCO2)C(=O)CNS(=O)(=O)c2ccc(C)cc2)cc1` (stereo unspecified) gave mHtt clearance 21 and mHtt clearance grain fraction 16.
O=C(CCCN1C(=O)c2ccccc2C1=O)N1CCN(c2ccccn2)CC1 was read as mHtt clearance 51 and mHtt clearance grain fraction 9.7.
For Cc1cc(C)cc(OC(=O)CCN2C(=O)c3ccccc3C2=O)c1 the results were mHtt clearance -181 and mHtt clearance grain fraction 57.
`CC(C)N(C#N)c1nc(N2CCOCC2)nc(N2CCOCC2)n1` gave mHtt clearance 2 and mHtt clearance grain fraction 39.
Cc1ccc(N=C2CCCN2Cc2ccccc2)c(C#N)c1 was read as mHtt clearance -89 and mHtt clearance grain fraction 33.
`Cc1cc(N2CCOCC2)nc2ccccc12` gave mHtt clearance -112 and mHtt clearance grain fraction 41.
For CCOC(=O)C1CCCN(C(=O)c2ccccc2Oc2ccccc2)C1 (stereo unspecified) the results were mHtt clearance 58 and mHtt clearance grain fraction 7.7.
CCOC(=O)c1ccc(NC(=S)NCCc2ccccc2)cc1 was read as mHtt clearance -4 and mHtt clearance grain fraction 32.
Screening O=S(=O)(CCc1nnc(-c2ccccc2)o1)c1ccc2ccccc2c1 returned mHtt clearance 10 and mHtt clearance grain fraction 31.
`NC(=O)C1CCN(C(=O)c2cc3ccccn3n2)CC1` gave mHtt clearance 2 and mHtt clearance grain fraction 33.
COc1cccc(CSc2nnc(-c3ccc(F)cc3)o2)c1 was read as mHtt clearance 54 and mHtt clearance grain fraction 9.6.
For COc1ccc2[nH]c(=O)c(C(c3nnnn3CC3CCCO3)N3CCc4ccccc4C3)cc2c1 (stereo unspecified) the results were mHtt clearance -46 and mHtt clearance grain fraction 26.
O=C(NC1CCN(Cc2ccccc2)CC1)c1ccccc1F was read as mHtt clearance -70 and mHtt clearance grain fraction 56.
`O=C(Cn1nc(-c2ccccc2)nc1-c1ccccc1)N1CCOCC1` gave mHtt clearance 4 and mHtt clearance grain fraction 34.
Screening COCC(C)NC(=O)c1cc(-c2ccc(OC)c(OC)c2)on1 (stereo unspecified) returned mHtt clearance 10 and mHtt clearance grain fraction 31.
For CSC1=NC(NCCCO)c2c(sc3c2CC(C)(C)OC3)N1 (stereo unspecified) the results were mHtt clearance 13 and mHtt clearance grain fraction 31.
`CCOCCCNC(=O)CN1CCN(Cc2ccccc2C)C1=O` gave mHtt clearance 36 and mHtt clearance grain fraction 20.
CC(=O)Nc1ccc(NC2=Nc3ccccc3N3C2=Nc2c(c(C)nn2-c2ccccc2)C3c2ccccc2)cc1 (stereo unspecified) was read as mHtt clearance 40 and mHtt clearance grain fraction 24.
`CCCCn1c(=O)cc(O)c2ccccc21` gave mHtt clearance -1 and mHtt clearance grain fraction 18.
`CCN(CC)C(=O)N1CCN(S(=O)(=O)c2ccc(C)cc2)CC1` gave mHtt clearance 6 and mHtt clearance grain fraction 18.
Screening COc1ccc(NC(=O)C2CCN(S(=O)(=O)c3cccc4cccnc34)CC2)cc1 returned mHtt clearance 10 and mHtt clearance grain fraction 29.
Cc1ccc(NC(=O)c2cc(NC(=O)CCC(=O)O)ccc2N2CCCCC2)cc1 was read as mHtt clearance -7 and mHtt clearance grain fraction 38.
Screening CCN(CC)c1ccc(NC(=O)c2ccc(Br)o2)c(C)c1 returned mHtt clearance 40 and mHtt clearance grain fraction 12.
CC1=C(C(N)=O)C(c2ccncc2)n2nc(-c3ccccc3Cl)nc2N1 (stereo unspecified) was read as mHtt clearance -172 and mHtt clearance grain fraction 84.
Screening COc1ccc(-c2noc(CSc3nnc(Cc4ccccc4)n3-c3cccc(C)c3)n2)cc1OC returned mHtt clearance 9 and mHtt clearance grain fraction 34.
COc1ccc(-c2cc(C(F)(F)F)n3nc(C(=O)NCc4ccco4)c(Cl)c3n2)cc1 was read as mHtt clearance -9 and mHtt clearance grain fraction 43.
For Cc1ccc(CN(C)C(=O)C2CCCN2C(=O)c2cccs2)o1 (stereo unspecified) the results were mHtt clearance 8 and mHtt clearance grain fraction 41.
`O=C(NCCN1CCN(c2ccccc2)CC1)C1CCN(S(=O)(=O)N2CCOCC2)CC1` gave mHtt clearance -20 and mHtt clearance grain fraction 45.
`CC(=O)Nc1cccc(C(=O)OC(C(=O)c2ccc(C)cc2)c2ccccc2)c1` (stereo unspecified) gave mHtt clearance 57 and mHtt clearance grain fraction 13.
Screening C/C(=C\C(=O)c1ccccc1)Nc1cccc(O)c1 returned mHtt clearance -9 and mHtt clearance grain fraction 43.
For c1cc2c(nn1)CCc1nonc1-2 the results were mHtt clearance 13 and mHtt clearance grain fraction 16.
For CCn1c(O)c2ccc(C(=O)N=NC(=O)c3cccnc3)cc2c1O the results were mHtt clearance -25 and mHtt clearance grain fraction 38.
`c1cncc(-c2nnc(-c3cccs3)o2)c1` gave mHtt clearance 3 and mHtt clearance grain fraction 33.
`CCOC(=O)CSc1cc(=O)n(CC)c2ccccc12` gave mHtt clearance -4 and mHtt clearance grain fraction 44.
Screening Nc1cc(N)nc(SCC(=O)N2CCCCC2)n1 returned mHtt clearance -2 and mHtt clearance grain fraction 32.
Screening CCn1c(SCC(=O)Nc2ccccc2N2CCOCC2)nnc1-c1ccccc1O returned mHtt clearance 15 and mHtt clearance grain fraction 18.
CCCCNC(=O)C1CC(=O)N(C2CCCCC2)C1 (stereo unspecified) was read as mHtt clearance 18 and mHtt clearance grain fraction 17.
COc1cccc(C(=O)SC2=NCCS2)c1 was read as mHtt clearance -239 and mHtt clearance grain fraction 138.
COc1ccccc1N(CC(=O)NCCSc1ccccc1)S(C)(=O)=O was read as mHtt clearance -81 and mHtt clearance grain fraction 30.
`O=c1[nH]c(NCc2ccccc2)nc2c1CCC2` gave mHtt clearance 52 and mHtt clearance grain fraction 8.2.
Screening O=C(NCc1ccc(F)cc1)C1CCN(C(=O)NCc2ccccc2)CC1 returned mHtt clearance 24 and mHtt clearance grain fraction 15.
`Cc1ccc2cc(/C=C3\N=C(c4ccccc4)OC3=O)c(N3CCOCC3)nc2c1` gave mHtt clearance 38 and mHtt clearance grain fraction 27.
`COCCn1nnnc1C(c1cccc(C#N)c1)N1CCCCCC1` (stereo unspecified) gave mHtt clearance -54 and mHtt clearance grain fraction 32.
`N#C/C(=C1/CCCCCN1)c1nc2ccccc2[nH]1` gave mHtt clearance 27 and mHtt clearance grain fraction 13.
`CCOC(=O)C1CCN(C(=O)CC(C)c2ccccc2)CC1` (stereo unspecified) gave mHtt clearance 42 and mHtt clearance grain fraction 12.
Screening COc1cccc(OC)c1C(=O)N1CCN(Cc2ccncc2)CC1 returned mHtt clearance 4 and mHtt clearance grain fraction 18.
COc1nc(OC)nc(N2CCC(C(=O)NC3CCCCCC3)CC2)n1 was read as mHtt clearance 20 and mHtt clearance grain fraction 15.
Screening COc1nc(-c2ccc(Cl)cc2)ccc1-c1noc(-c2ccncc2)n1 returned mHtt clearance -38 and mHtt clearance grain fraction 22.
`COc1ccccc1Cn1c(=S)[nH]c2cc(C(=O)N3CCN(C)CC3)ccc2c1=O` gave mHtt clearance -15 and mHtt clearance grain fraction 43.

2 compounds picked at random from those above:
Screening COc1nc(-c2ccc(Cl)cc2)ccc1-c1noc(-c2ccncc2)n1 returned mHtt clearance -38 and mHtt clearance grain fraction 22.
Screening COc1cccc(OC)c1C(=O)N1CCN(Cc2ccncc2)CC1 returned mHtt clearance 4 and mHtt clearance grain fraction 18.

New compounds follow.
`O=c1c2cnn(-c3ccccc3)c2nc(-c2cccs2)n1-c1ccc(Br)cc1` gave mHtt clearance -28 and mHtt clearance grain fraction 52.
For O=c1nc2s/c(=C\c3ccco3)c(=O)n2nc1Cc1ccc(F)cc1 the results were mHtt clearance 14 and mHtt clearance grain fraction 29.
For CCOc1ccc(/C(O)=C2\C(=O)C(=O)N(CCN(C)C)C2c2cc(OC)ccc2OC)cc1Cl (stereo unspecified) the results were mHtt clearance -81 and mHtt clearance grain fraction 34.
`Cc1csc2nc(CCNS(=O)(=O)c3cccs3)cn12` gave mHtt clearance -109 and mHtt clearance grain fraction 70.
For COc1ccc(C(=O)CSc2nn3c(=O)c(C(C)(C)C)nnc3s2)cc1 the results were mHtt clearance 34 and mHtt clearance grain fraction 23.
For O=S(=O)(N1CCCCCC1)N1CCN(S(=O)(=O)N2CCOCC2)CC1 the results were mHtt clearance 12 and mHtt clearance grain fraction 18.
Cc1onc(-c2ccccc2)c1C(=O)n1cc(Br)cn1 was read as mHtt clearance 17 and mHtt clearance grain fraction 16.

Assay outcomes (PubChem BioAssay)

Not all compounds are listed. The share of hits here may be higher or lower than overall.
